# Screens: PubChem BioAssay, National Center for Advancing Translational Sciences (NCATS)
# TSHR antag – blocks TSH signaling through the human TSH receptor; P16473; TSHR-expressing cells, TSH-stimulated cAMP HTRF, 2 h; stronger effect = lower value; activity change, negative = inhibition, % at 11.5 µM; 330,000 compounds, 0.2% hits;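 active means activity change below a set negative limit, meaning inhibition stronger than a set level, cut at about -70% in these data; inconclusive means activity change between two set negative limits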; further: on the % scale 0 is the no-effect control and ±100 the full control effect
#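 Read-out is FRET at 665 nm (cryptate excitation 337 nm) from a cryptate-tagged anti-cAMP antibody, competed by cell cAMP against cAMP-d2. Compounds are tested on freshly harvested TSHR cells challenged with 4nM TSH (EC80) for 2 hours at 37 deg C.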
# PKM2 act – PKM2 (human) enzyme activation; P14618; purified PKM2, Kinase-Glo ATP luminescence, activation; response scale: 0% is enzyme alone, no compound; Potency, µM (highest dose often 57.5 µM), for inactives: at the top dose activation, most hits filed as activators; 260,000 compounds, 0.34% hits; AID 1631; further: potency means the concentration at half of the fitted maximal effect; on the % scale 0 is the no-effect control and ±100 the full control effect; nearly all actives have a fitted effect of over 55% in size
#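 hPK-M2, >95% pure; 0.1 mM ADP / 0.5 mM PEP final; imidazole pH7.2 buffer w/ 7 mM MgCl2, 50 mM KCl; 1 h RT; Kinase-Glo lum. Intermediate enzyme activity for dual inhibitor/activator qHTS.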
# Eya2 inh – blocks the phosphatase activity of human Eya2; recombinant Eya2, OMFP fluorescence dephosphorylation (OMFP is methylfluorescein phosphate); O00167; AID 488837; 330,000 compounds, 0.006% hits; Potency, µM (series often up to 76.9 µM), for the others: at the highest dose activity, negative = inhibition, actives largely listed as inhibitors; further: potency means the concentration at half of the fitted maximal effect; on the % scale 0 is the no-effect control and ±100 the full control effect
#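 Eya2 (0.2 uM) preincubated 10 min at ambient with compound, then OMFP substrate added at 50 uM; 10 min reaction in 50 mM HEPES pH 7.5, 50 mM NaCl, 5 uM MgCl2, 0.05% BSA, 1 mM DTT. Fluorescence read at Ex 485/Em 525 nm.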
# Mito fusion act – blocks mitochondrial division or promotes mitochondrial fusion | S. cerevisiae fusion-defective mutant growth rescue, CellTiterGlo 48 h | Potency, µM (top dose mostly 46.1 µM), without a hit: top-dose growth rescue (activation), hits mostly activators | 320,000 compounds, 0.23% hits;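 further: potency means the concentration at half of the fitted maximal effect; % of control where 0% means no effect; nearly all actives have a fitted effect of over 45% in size; temperature-sensitive fusion mutants such as fzo1-1 at 37 °C on non-fermentable ethanol glycerol medium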
#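 Yeast fusion mutant, YPEG (non-fermentable carbon), compound, 48 h at 37C non-permissive; CellTiterGlo added, 10 min RT, luminescence read. Rescued growth = division inhibition.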
# MBNL1 CUG block – MBNL1-poly(CUG) RNA binding inhibition | Q9NR56 | TR-FRET MBNL1-His/biotin-(CUG)12 binding, 665/545 ratio | Potency, µM (highest dose often 57.5 µM), for inactives: at the highest dose activity change, negative = inhibition, most hits filed as inhibitors | 280,000 compounds, 0.036% hits | AID 2675; active means well fitted inhibition curve with a large enough effect in the signal ratio, with a control signal flat, not every such curve was filed as active; inconclusive means small, poorly fitted or top-dose-only effect, or effect the other way, or a change in a side signal; inactive means no such curve, though single readings can be large or run the other way; the % refers to the signal ratio; further: potency means the concentration at half of the fitted maximal effect; on the % scale 0 is the no-effect control and ±100 the full control effect
#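 Compounds (final 92 nM to 58 uM) are added to His-tagged MBNL1 and biotin-(CUG)12, then terbium anti-His antibody and streptavidin-XL665 (5 nM final). After 60 min at room temperature, the 665/545 nm ratio is read.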
# Menin MLL FP TR – menin-MLL binding inhibition, Texas Red mutant peptide. 270,000 compounds, 0.23% hits. Menin + Texas Red MLL mutant peptide, fluorescence polarization. O00255. Potency, µM (titrated, usually from 61.6 µM), without a hit: at the highest dose FP activity change, negative = inhibition, usual class: inhibitors; active means well fitted inhibition curve with a large enough effect in the polarisation, with a control signal flat, not every such curve was filed as active; inconclusive means small, poorly fitted or top-dose-only effect, or effect the other way, or a change in a side signal; inactive means no such curve, though single readings can be large or run the other way; the % refers to the polarisation; further: potency means the concentration at half of the fitted maximal effect; % of control where 0% means no effect; many of its hits are not listed in these tables
# S-ASM inh – inhibitors of human secretory acid sphingomyelinase; P17405; placental ASM, HMU-PC fluorogenic substrate, 60 min; Potency, µM (titrated, usually from 57.5 µM), inactives show at the highest dose activity change, negative = inhibition, most hits filed as inhibitors; 340,000 compounds, 0.006% hits; AID 504937; further: potency means the concentration at half of the fitted maximal effect
# Target sequence (P17405 47-631 limits assumed): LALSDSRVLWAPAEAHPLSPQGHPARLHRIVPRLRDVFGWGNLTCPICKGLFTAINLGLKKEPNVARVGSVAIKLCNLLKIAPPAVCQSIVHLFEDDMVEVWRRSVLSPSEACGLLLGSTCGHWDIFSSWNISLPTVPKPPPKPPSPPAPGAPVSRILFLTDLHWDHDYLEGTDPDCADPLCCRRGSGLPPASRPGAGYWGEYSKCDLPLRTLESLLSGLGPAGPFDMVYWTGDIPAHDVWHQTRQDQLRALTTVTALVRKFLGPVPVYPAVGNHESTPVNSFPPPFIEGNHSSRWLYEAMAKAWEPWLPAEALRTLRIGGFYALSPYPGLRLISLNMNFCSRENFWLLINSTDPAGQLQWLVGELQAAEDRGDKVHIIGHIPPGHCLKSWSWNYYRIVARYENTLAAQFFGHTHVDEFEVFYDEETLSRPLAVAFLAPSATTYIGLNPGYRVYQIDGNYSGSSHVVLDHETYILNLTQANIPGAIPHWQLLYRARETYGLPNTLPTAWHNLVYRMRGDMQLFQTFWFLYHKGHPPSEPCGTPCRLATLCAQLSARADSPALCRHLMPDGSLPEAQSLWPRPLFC
#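 Fluorogenic HMU-PC substrate (9 uM final) is turned over by placental ASM in 60 min at 37 C after a 10 min compound preincubation. Reaction ended by alkaline stop (pH 10), with fluorescence read at 386/447 nm.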
# BCR signal inh – blocks chronic active B-cell receptor signaling; ABC-DLBCL IkBa-CBG/CBR reporter, luminescence ratio, 4 h; Potency, µM (titrated, usually from 46.1 µM), for the others: at the highest dose ratio change, negative = lower green/red ratio, usual class: inhibitors; 340,000 compounds, 0.05% hits; AID 493014; active means well fitted inhibition curve with a large enough effect in the signal ratio, with a control signal flat, not every such curve was filed as active; inconclusive means small, poorly fitted or top-dose-only effect, or effect the other way, or a change in a side signal; the % refers to the signal ratio;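 further: potency means the concentration at half of the fitted maximal effect; plate controls were basal doxycycline-induced cells for no effect and cells given 10 µM MG132 for full effect; MG132 reads +100%, hits lower the ratio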
#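 TMD8 human ABC-DLBCL cells with doxycycline-inducible IκBα–green luciferase fusion and unfused red luciferase, in 0.5% FBS medium; compounds up to 46 uM, 4 h at 37C. Green/red luminescence ratio, filter-overlap corrected, fitted to concentration-response curves.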
# USP2a block – USP2a (human) protease inhibition. USP2 core, Ub-CHOP2 coupled fluorogenic reporter, 485/531. Potency, µM (doses to about 38.3 µM), for inactives: at the highest dose activity change, negative = inhibition, actives largely listed as inhibitors. 330,000 compounds, 0.01% hits;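 further: potency means the concentration at half of the fitted maximal effect; plate controls were DMSO wells for no effect and full inhibition by NEM control for full effect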
#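 Cell-free coupled assay: 10nM USP2 core preincubated 30min RT with compound in Tris-HCl pH 8.0/CaCl2/CHAPS buffer, then 25nM Ub-CHOP2 and 25nM reporter substrate; fluorescence (Ex 485/Em 531) read after 60min RT, normalized to NEM inhibition, concentration-response curves fitted.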
# GALK inh – galactokinase (human) inhibition | 270,000 compounds, 0.007% hits | P51570 | Potency, µM (highest dose often 57.5 µM), for the others: at the highest dose activity change, negative = inhibition, hits mostly inhibitors | AID 1868 | Purified GALK, Kinase-Glo residual ATP luminescence; further: potency means the concentration at half of the fitted maximal effect; on the % scale 0 is the no-effect control and ±100 the full control effect
# Target sequence (P51570 whole entry, looked up): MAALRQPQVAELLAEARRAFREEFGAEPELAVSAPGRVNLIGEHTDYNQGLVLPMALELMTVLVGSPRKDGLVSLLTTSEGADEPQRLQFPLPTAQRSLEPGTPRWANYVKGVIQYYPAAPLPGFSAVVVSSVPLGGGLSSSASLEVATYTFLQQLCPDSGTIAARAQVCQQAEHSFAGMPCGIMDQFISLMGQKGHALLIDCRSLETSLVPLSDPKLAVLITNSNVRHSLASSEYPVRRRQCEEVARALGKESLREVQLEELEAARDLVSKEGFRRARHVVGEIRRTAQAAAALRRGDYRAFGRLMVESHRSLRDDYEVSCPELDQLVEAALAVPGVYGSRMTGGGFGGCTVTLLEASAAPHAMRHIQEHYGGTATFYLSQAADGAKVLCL
#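 Human GALK (5 nM) with 35 uM ATP and 100 uM galactose in 20 mM HEPES pH 8.0, 5 mM MgCl2, 60 mM NaCl, 1 mM DTT, 0.01% BSA. After 1 h at room temperature, leftover ATP was read by Kinase-Glo Plus luminescence.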
# hERG WT inh – blocks the wildtype human KCNH2 potassium channel; activity change, % at 1.84 µM; Q12809; 340,000 compounds, 0.37% hits; U2OS, BacMam KCNH2, thallium flux FluxOr; stronger effect = lower value;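 active means maximum activity change below -70%; inconclusive means maximum activity change between -70% and -50%; inactive means maximum activity change above -50%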; further: on the % scale 0 is the no-effect control and ±100 the full control effect
#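 U2OS cells transduced with wild-type KCNH2 virus are loaded with FluxOr dye for 45 min, and thallium flux is measured in kinetic reads before and after stimulation buffer. Rate constants are normalized to DMSO controls.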
# * hit, by the source's call; i = inactive; ? = inconclusive; / = no result given; & = joins results of further samples; [ ] = remark or other dose. Unless noted, the call rests on the fitted dose curve; in most records, active means well fitted curve in the direction sought with a large enough effect; inconclusive means small, poorly fitted or top-dose-only effect, or another doubt; inactive means no such curve, though single readings can be large; an effect the other way counts as inactive or inconclusive. A portion of the library, so the mix of outcomes need not match the whole.
SMILES,TSHR antag,PKM2 act,Eya2 inh,Mito fusion act,MBNL1 CUG block,Menin MLL FP TR,S-ASM inh,BCR signal inh,USP2a block,GALK inh,hERG WT inh
Cn1ncc2c(NNC(=O)Cc3cccc4ccccc34)ncnc21,-5,0%,-1%,-6%,/,-8%,4%,-8%,-1%,-5%,-8
CCCCCCc1cc2cc(S(=O)(=O)c3ccc(Cl)cc3)c(=O)oc2cc1O,-10,1%,4%,-21%,-6%,?,i,1%,2%,/,-12
CC(OC(=O)c1cc(Br)ccc1O)C(=O)NCc1ccc2c(c1)OCO2 (configuration not stated),/,/,-8%,7%,/,/,23%,0%,0%,/,3
O=C(CCc1ccccc1)NNC(=O)c1ccncc1,/,/,8%,/,/,/,3%,1%,-1%,/,-3
Cc1cc(NC(=O)c2c(F)cccc2Cl)no1,31,6%,-6%,0%,-8%,2%,12%,1%,-2%,12%,1
O=C(CC12CC3CC(CC(C3)C1)C2)NC(=S)NCc1ccco1,-25,0%,-1%,-1%,-4%,8%,-1%,1%,3%,0%,-16
COc1cccc(C2C(C#N)=C(N)SC(c3ccccc3)C2[N+](=O)[O-])c1 (configuration not stated),-4,-1%,-6%,0%,-2%,1%,-2%,0%,-11%,1%,9
CC(=O)Nc1ccc(Sc2ncnc3scc(-c4ccccc4)c23)cc1,-30,-4%,-9%,?,8%,14%,-14%,?,0%,1%,-4
Cc1nc(/N=C\c2ccc(N(C)C)cc2)sc1C,-7,/,-11%,-8%,/,/,7%,-4%,2%,/,/
CCN(C[C@H]1N[C@@](C)(C(=O)OC)[C@H]2C(=O)N(Cc3ccccc3)C(=O)[C@@H]12)C(=O)c1ccccc1,10,/,5%,/,/,/,-7%,-1%,-3%,/,0
N#Cc1ccc(NC(=O)CCc2nc3ccccc3s2)cc1,-3,0%,0%,1%,7%,-4%,1%,-5%,0%,-4%,1
CSCC[C@H](NC(=O)N1CCn2c1nc1ccccc12)C(=O)NCc1ccc(F)cc1,6,/,12%,8%,-8%,/,3%,14%,0%,4%,5
Cn1c(N)c(N=Nc2ccc(S(N)(=O)=O)cc2)c(=O)n(C)c1=O,-15,4%,6%,-7%,?,-2%,-10%,?,-3%,-2%,3
CCOC(=O)C1CCCN(C(=O)c2ccccc2NC(C)=O)C1 (configuration not stated),1,-10%,-1%,-8%,3%,35%[activator],0%,5%,0%,0%,23
O=C(O)CSCc1ccc(C(=O)O)o1,18,0%,14%,-1%,3%,11%,2%,-3%,0%,1%,1
O=C(O)c1ccc(N/N=C/c2cc3cc4c(cc3nc2Cl)OCCO4)cc1,-21,-4%,0%,4%,?,/,1%,?,1%,/,5
COC(=O)CN1C(=O)[C@H]2[C@@H](C3CC3)N3C(=O)CN(Cc4ccc(-c5ccccc5)cc4)C(=O)[C@@]3(Cc3ccccc3)[C@H]2C1=O,-12,2%,7%,5%,1%,-6%,-5%,13%,-1%,/,-11
COc1ccc(C2CC(=O)C=C(NCC3CCCO3)C2)cc1 (configuration not stated),-8,2%,-13%,1%,2%,12%,2%,3%,3%,-1%,6
CN(CC(=O)Nc1c(Cl)cccc1Cl)C(=O)c1ccccc1-c1nc2ccccc2s1,-7,/,-20%,28%,/,/,-2%,-4%,-2%,/,2
C1=CC2CC1CC2CNCc1ccco1 (configuration not stated),6,4%,19%,-2%,-4%,14%,3%,8%,2%,-3%,13
COc1ccc(N2CCN(C(=O)CSc3nnc(NC(=O)C4CC4)s3)CC2)cc1,-2,-1%,-1%,2%,8%,1%,-3%,0%,0%,2%,10
C=CCn1c(=N)c(C(=O)OC)cc2c(=O)n3cccc(C)c3nc21,7,2%,-5%,4%,15%,-10%,/,7%,1%,-1%,/
CC(C)(C)C(=O)Nc1cccc(C(=O)Nc2cc(C(=O)O)cc(C(=O)O)c2)c1,5,-23%,1%,-4%,-10%,-7%,8%,3%,6%,2%,2
CCCC(c1nnnn1CCOC)N1CCN(c2cccc(OC)c2)CC1 (configuration not stated),-17,0%,2%,-2%,3%,-12%,-1%,-2%,0%,0%,-4
Cc1cccc(-n2nnnc2SCC(=O)Nc2cccc(S(N)(=O)=O)c2)c1,33,5µM*,14%,-4%,3%,/,-6%,?,-1%,/,6
Cc1cc(CNC(=S)Nc2cccc(Cl)c2Cl)nn1C,0,0%,-1%,1%,1%,14%,-1%,-11%,-6%,-1%,19
CC1CCN(C(=O)CSc2nnc(CNC(=O)c3c(F)cccc3F)o2)CC1,-11,1%,-6%,0%,2%,-4%,-2%,0%,1%,1%,0
NC(=O)c1sc2nc3c(c(-c4ccccc4)c2c1N)CCC3,-8,-3%,-25%,8%,?,-3%,16%,18%,2%,-4%,8
CC(OC(=O)c1snc(C(=O)NC2CCCCC2)c1N)C(=O)NC1CCCCC1 (configuration not stated),-8,-17%,2%,4%,30%,10%,337%[activator],?,3%,1%,-2
COC(=O)N1c2ccccc2CCc2ccccc21,0,/,2%,-8%,2%,-14%,6%,9%,-1%,1%,-3
O=C(c1ccncc1)N(Cc1cc2ccccc2[nH]c1=O)C1CCCCC1,-8,3%,-3%,-5%,0%,-22%,-1%,-1%,1%,0%,4
CC(C)Nc1nnc(SCC(=O)Nc2ccc(F)cc2)s1,-3,-3%,-6%,1%,12%,4%,1%,-4%,2%,-2%,-11
NC(=O)OCC(COC(N)=O)c1ccccc1,-3&12,0%,0%&1%,1%&5%,-30%,8%,-3%&3%,-13%,-1%,-1%,8&3
COc1ccc(NC(=O)O/N=C/c2ccccc2)cc1,-3,0%,6%,1%,4%,15%,-6%,-19%,1%,0%,31
CC1CCCCC1NC(=O)C1Cc2ccccc2CN1S(C)(=O)=O (configuration not stated),8,0%,9%,-2%,-6%,22%,4%,-11%,0%,-4%,-16
CC(C)c1nnc(SCc2ccc(CSc3nnc(C(C)C)n3N)cc2)n1N,/,-3%,/,3%,-1%,-14%,0%,/,/,0%,3
Cc1ccc(S(=O)(=O)N2[C@@H](c3ccccc3F)C(C(=O)O)=CC[C@H]2c2cccs2)cc1,1,/,-9%,-9%,/,/,5%,1%,2%,/,0
COc1cccc2c1C(CO)N1C(C#N)C3CC(C(=O)O)C(C1C2)N3C (configuration not stated),-4,-4%,0%,-1%,5%,/,-2%,?,3%,-2%,0
Cc1nc(-n2nnc3cc(C)c(C)cc32)c2c3c(sc2n1)CCCC3,0,-1%,3%,3%,-8%,-5%,-7%,-2%,-1%,-2%,-7
Cc1ccccc1OCCNc1cc(N2CCN(CCO)CC2)ccc1[N+](=O)[O-],12,-4%,-6%,0%,64%[activator],14%,-29%,4%,-2%,-4%,14
N#CC1=C2SCN(c3ccccc3)CN2C(=O)CC1c1c(Cl)cccc1Cl (configuration not stated),7,-15%,3%,14%,-1%,4%[11.7 µM],-12%,?,0%,4%,-1
Cc1ccc(OCC(=O)Nc2nnc(C3CCCO3)s2)c(Br)c1 (configuration not stated),4,-3%,8%,-3%,-12%,10%,-1%,3%,2%,0%,-8
COc1ccc(/C=C/C(=O)NC(=S)NN2CCCCC2c2cccnc2)cc1OC (configuration not stated),-5,4%,5%,-3%,23%,-21%,9%,-10%,5%,-4%,-1
CCOC(=O)c1ccc(NC(=S)N2CCC(C(N)=O)CC2)cc1,5,-5%,0%,-4%,/,-2%,23%,0%,7%,0%,-6
COc1ccc(N2CCN(C(=O)COC(=O)c3cc(S(=O)(=O)N(C)C)ccc3N3CCCC3)CC2)cc1,22,/,3%,-3%,/,/,-2%,-11%,2%,/,9
